High-throughput results (PubChem)
HCV inhibitor = HCV inhibition. Huh7.5.1 HCVcc-Cre infection, luciferase reporter, 44 h. Potency, µM (highest dose often 41.8 µM), without a hit: top-dose activity change, negative = inhibition, usual class: inhibitors. actives 3.4% (n = 340,000). AID 651820; also: potency is read from the fitted curve at half-maximal effect
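Compounds are dispensed onto cells plated 4 h earlier at 1,000 per well, with HCVcc-Cre virus (about 0.5 moi) added next. Following 44 h of culture, luminescent signal is measured for 15 sec after 15 min with substrate at room temperature.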
AmpC no deterg = blocks E. coli AmpC beta-lactamase in detergent-free assay | P00811 | AmpC nitrocefin hydrolysis, absorbance 480 nm, 0.0001% Triton | Potency, µM (series often up to 57.1 µM), for the others: top-dose activity change, negative = inhibition, hits mostly inhibitors | actives 0.52% (n = 330,000) | AID 485341;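 also: potency is read from the fitted curve at half-maximal effect; plate controls were no compound for no effect and no enzyme for full effect; nearly all actives have a fitted effect of over 20% in size; some results filed as inactive show a strong effect at the top dose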
Target sequence (P00811 whole entry, looked up): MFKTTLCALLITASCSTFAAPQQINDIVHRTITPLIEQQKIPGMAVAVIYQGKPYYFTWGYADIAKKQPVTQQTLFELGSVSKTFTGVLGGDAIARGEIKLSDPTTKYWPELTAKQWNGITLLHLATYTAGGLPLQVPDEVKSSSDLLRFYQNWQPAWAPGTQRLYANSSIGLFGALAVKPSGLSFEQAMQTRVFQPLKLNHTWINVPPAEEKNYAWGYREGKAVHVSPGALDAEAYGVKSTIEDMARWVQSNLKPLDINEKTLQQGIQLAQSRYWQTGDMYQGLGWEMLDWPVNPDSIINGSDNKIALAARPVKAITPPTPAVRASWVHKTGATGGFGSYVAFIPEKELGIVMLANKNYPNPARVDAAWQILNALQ
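20 mM phosphate pH 7.0 + 0.01% (detergent screen) or 0.0001% Triton X-100; 5.3 nM AmpC reagent; cpd preinc 15 min RT; nitrocefin (800 uM stock) to start; A480 q20 s × 4 min; Activity was normalised to no-enzyme and no-compound control wells.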
Tb PYK inh = inhibitors of Trypanosoma brucei pyruvate kinase | Q57TT1 | TbPYK enzyme, Kinase-Glo Plus ATP luminescence, 45 min | Potency, µM (highest dose often 76.8 µM), without a hit: at the highest dose activity, negative = inhibition, hits mostly inhibitors | actives 0.12% (n = 410,000) | AID 624173; also: potency is read from the fitted curve at half-maximal effect; nearly all actives have a fitted effect of over 50% in size
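TbPYK + substrate in 50 mM TEA pH 7.2, 100 mM KCl, 10 mM MgCl2, 0.05% BSA, 0.01% Tween-20; cpd pinned; ADP 130 uM final; 45 min RT; Kinase-Glo Plus 10 min; luminescence endpoint.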
HCMV antiviral = inhibitors of human cytomegalovirus. HFF cells, HCMV-luciferase reporter, 72 h; hits give low values. activity change, negative = inhibition, % at 57.5 µM. actives 4.5% (n = 410,000). AID 1259415; in the data active = activity change below about -60%; inconclusive = no clear call, values can overlap the other calls; inactive = above about -39%
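Cell-based, HFFs, 1000 cells/well, 16 h 37C; cpds in DMSO + HCMV-luc, MOI 1 PFU/cell; 72 h 37C; OneGlo luminescence after 5 min RT; norm. to buffer vs Salinomycin 10uM.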
LmPK inh = inhibitors of Leishmania mexicana pyruvate kinase | Q27686 | purified LmPK, Kinase-Glo ATP luminescence, 1 h | Potency, µM (series often up to 57.5 µM), for the others: at the highest dose activity change, negative = inhibition, actives largely listed as inhibitors | actives 0.37% (n = 290,000); also: potency is read from the fitted curve at half-maximal effect
Target sequence (Q27686 whole entry, looked up): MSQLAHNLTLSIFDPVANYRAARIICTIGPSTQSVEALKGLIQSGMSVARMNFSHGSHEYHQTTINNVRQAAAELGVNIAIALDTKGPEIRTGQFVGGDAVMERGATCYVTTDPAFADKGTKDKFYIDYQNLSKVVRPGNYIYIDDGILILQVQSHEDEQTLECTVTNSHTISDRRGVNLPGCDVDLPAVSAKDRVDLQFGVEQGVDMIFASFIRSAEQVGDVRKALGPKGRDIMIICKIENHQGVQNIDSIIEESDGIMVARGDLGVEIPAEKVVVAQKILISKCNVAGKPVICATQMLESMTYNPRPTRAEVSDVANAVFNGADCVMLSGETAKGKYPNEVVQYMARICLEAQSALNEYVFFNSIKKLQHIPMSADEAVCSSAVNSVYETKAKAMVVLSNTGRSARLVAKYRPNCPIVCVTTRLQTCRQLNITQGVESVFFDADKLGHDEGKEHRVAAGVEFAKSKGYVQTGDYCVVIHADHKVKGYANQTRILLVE
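0.1 nM LmPK, 0.5 mM PEP, 0.1 mM ADP; 50 mM imidazole pH 7.2, 7 mM MgCl2, 50 mM KCl; 1 h RT. Kinase-Glo luminescence readout, normalized to no-enzyme (full inhibition) and uninhibited wells.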
AmpC inh detg = AmpC beta-lactamase inhibition with detergent present; P00811; AmpC hydrolysis of nitrocefin, absorbance 480 nm, 0.01% Triton; Potency, µM (series often up to 114 µM), inactives show at the top dose activity change, negative = inhibition, hits mostly inhibitors; actives 0.041% (n = 370,000); AID 485294;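 also: potency is read from the fitted curve at half-maximal effect; 0% = no-compound wells and -100% = no-enzyme wells; nearly all actives have a fitted effect of over 25% in size; some results filed as inactive show a strong effect at the top dose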
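20 mM phosphate pH 7.0 + 0.01% (detergent screen) or 0.0001% Triton X-100; 5.3 nM AmpC reagent; cpd preinc 15 min RT; nitrocefin (800 uM stock) to start; A480 q20 s × 4 min; Activity was normalised to no-enzyme and no-compound control wells.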
AMA1 RON2 block = disrupts binding of P. falciparum AMA1 to RON2. actives 0.2% (n = 360,000). AlphaScreen AMA1-biotinylated RON2 peptide binding. Potency, µM (highest dose often 58.2 µM), inactives show at the top dose activity change, negative = inhibition, actives largely listed as inhibitors;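 also: potency is read from the fitted curve at half-maximal effect; 0% = vehicle wells and -100% = peptide control; nearly all actives have a fitted effect of over 45% in size; some results filed as inactive show a strong effect at the top dose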
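AMA1 (3D7) with his tag at 25 nM final met compounds first, then biotinylated RON2 peptide at 25 nM; detection used donor plus acceptor beads, 10 µg/mL apiece, read by AlphaScreen after 30 min at room temperature.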
The depositor's hits bear a star; u = inconclusive; x = not tested or not shown; [ ] = remark or other dose. Unless noted, calls follow the shape of the dose curve; as a rule, active = well fitted curve in the direction sought with a large enough effect; inconclusive = small, poorly fitted or top-dose-only effect, or another doubt; inactive = no such curve, though single readings can be large; an effect the other way counts as inactive or inconclusive. Unless noted, % is scaled to controls: 0 for no effect and ±100 for the full control effect.

Start of the listing, in advance:
SMILES,HCV inhibitor,AmpC no deterg,Tb PYK inh,HCMV antiviral,LmPK inh,AmpC inh detg,AMA1 RON2 block
COc1ccc(OC)c(C(=O)NC(CC(N)=O)c2ccc(NCc3ccccn3)c([N+](=O)[O-])c2)c1 (stereo not drawn),7.3%,38.0%,-8.4%,-13.1,0.9%,u,34.0%[activator]
Nc1nc(CSC(=S)N2CCCCC2)nc(Nc2ccccc2)n1,-2.5%,-28.7%,0.4%,-1.0,0.1%,-4.5%,1.1%

Main list, repeating the preview:
SMILES,HCV inhibitor,AmpC no deterg,Tb PYK inh,HCMV antiviral,LmPK inh,AmpC inh detg,AMA1 RON2 block
COc1ccc(OC)c(C(=O)NC(CC(N)=O)c2ccc(NCc3ccccn3)c([N+](=O)[O-])c2)c1 (stereo not drawn),7.3%,38.0%,-8.4%,-13.1,0.9%,u,34.0%[activator]
Nc1nc(CSC(=S)N2CCCCC2)nc(Nc2ccccc2)n1,-2.5%,-28.7%,0.4%,-1.0,0.1%,-4.5%,1.1%
COC(=O)c1ccn(-c2nc(-c3ccc(Cl)cc3)cc(C(F)(F)F)n2)n1,x,x,1.9%,-8.4,x,-8.2%,x
O=C(c1cc2ccccc2o1)N1CCN(S(=O)(=O)c2ccc(F)c(F)c2F)CC1,2.1%,-21.7%,-4.4%,-34.6,x,-7.5%,-6.8%
CC(C)(C)NC(=O)CN(C(=O)Cn1nnc(-c2ccc(Cl)cc2)n1)C1CCN(Cc2ccccc2)CC1,u,162.5%[activator],-1.9%,x,-1.8%,-4.6%,-4.2%
CCCSC1=NC2(CCN(C(=O)NC3CCCCC3)CC2)N=C1c1ccc(OC)cc1,x,x,-3.3%,-6.5,x,-5.4%,x
c1ccc(-c2csc(-c3ccncc3)n2)cc1,-24.7%,-2.2%,-7.1%,-27.9,-6.0%,-8.6%,2.4%
OCC(CO)(CO)NC(=S)Nc1cc(Cl)cc(Cl)c1,6.3%,-5.4%,-1.2%,-6.8,-8.2%,0.3%,-2.9%
Cc1cccc(C)c1-n1nnnc1-c1nc2cc(Br)ccc2[nH]c1=O,x,x,-1.0%,-4.2,x,x,2.0%
COc1cccc(C(=O)NNC(=O)C(=O)Nc2ccc(C)c(Cl)c2)c1,-11.9%,-39.2%,-6.5%,2.8,0.0%,-1.4%,106.6%[activator]

SMILES,HCV inhibitor,AmpC no deterg,Tb PYK inh,HCMV antiviral,LmPK inh,AmpC inh detg,AMA1 RON2 block
CC(Nc1oc(-c2ccc(COc3ccccc3)o2)nc1C#N)c1ccccc1 (stereo not drawn),x,x,-1.2%,-79.0*,x,17.5%,x
CCCCNC(=O)CNC(=S)N(Cc1cc(OC)c(OC)c(OC)c1)C1CCCC1,7.9%,169.2%[activator],2.0%,37.9,0.0%,u,16.2%
COc1ccc(C(O)c2nc3ccccc3s2)cc1 (stereo not drawn),x,-9.2%,x,x,5.4%,u,x
CC(C)(C)c1ccc(C(=O)Nc2ccc3nc(SCC(=O)N4CCCC4)sc3c2)cc1,x,x,-1.0%,-96.7*,x,18.9%,x
O=C(Nc1ccc(F)cc1)Nc1nnc(COc2ccccc2F)s1,u,-29.4%[2.29 µM],3.1%,u,2.9%,-5.1%,-1.0%
C/C(=N\Nc1ccc([N+](=O)[O-])cc1)c1ccc2c(c1)OCO2,-20.3%,-16.3%,2.1%,35.4,8.0%,2.4%,-12.7%
C=C(C)c1ccc(C(C)(C)NC(=O)NCc2ccco2)cc1,u,-18.5%,-4.1%,29.1,7.3%,6.6%,-1.7%
O=C(CCNC(=O)c1ccco1)Nc1ccc(OC(F)F)cc1,6.8%,0.9%,-3.0%,-11.7,-9.6%,0.2%,-2.3%
CCCCc1ccc(NC(=O)c2ccc3c(c2)CCN3S(=O)(=O)c2ccccc2)cc1,x,x,-1.8%,u,x,-4.5%,x
CC(SCc1nc2sc3c(c2c(=O)[nH]1)CCCC3)C(=O)Nc1ccccn1 (stereo not drawn),11.2%,-32.9%,-5.3%,-9.4,x,0.0%,14.1%

In a second layout: 10 of the compounds above
Order of results – HCV inhibitor	AmpC no deterg	Tb PYK inh	HCMV antiviral	LmPK inh	AmpC inh detg	AMA1 RON2 block
> OCC(CO)(CO)NC(=S)Nc1cc(Cl)cc(Cl)c1
 : 6.3%	-5.4%	-1.2%	-6.8	-8.2%	0.3%	-2.9%
> Cc1cccc(C)c1-n1nnnc1-c1nc2cc(Br)ccc2[nH]c1=O
 : x	x	-1.0%	-4.2	x	x	2.0%
> COc1cccc(C(=O)NNC(=O)C(=O)Nc2ccc(C)c(Cl)c2)c1
 : -11.9%	-39.2%	-6.5%	2.8	0.0%	-1.4%	106.6%[activator]
> CC(Nc1oc(-c2ccc(COc3ccccc3)o2)nc1C#N)c1ccccc1 (stereo not drawn)
 : x	x	-1.2%	-79.0*	x	17.5%	x
> CCCCNC(=O)CNC(=S)N(Cc1cc(OC)c(OC)c(OC)c1)C1CCCC1
 : 7.9%	169.2%[activator]	2.0%	37.9	0.0%	u	16.2%
> COc1ccc(C(O)c2nc3ccccc3s2)cc1 (stereo not drawn)
 : x	-9.2%	x	x	5.4%	u	x
> CC(C)(C)c1ccc(C(=O)Nc2ccc3nc(SCC(=O)N4CCCC4)sc3c2)cc1
 : x	x	-1.0%	-96.7*	x	18.9%	x
> O=C(Nc1ccc(F)cc1)Nc1nnc(COc2ccccc2F)s1
 : u	-29.4%[2.29 µM]	3.1%	u	2.9%	-5.1%	-1.0%
> C/C(=N\Nc1ccc([N+](=O)[O-])cc1)c1ccc2c(c1)OCO2
 : -20.3%	-16.3%	2.1%	35.4	8.0%	2.4%	-12.7%
> C=C(C)c1ccc(C(C)(C)NC(=O)NCc2ccco2)cc1
 : u	-18.5%	-4.1%	29.1	7.3%	6.6%	-1.7%

The results go on:
SMILES,HCV inhibitor,AmpC no deterg,Tb PYK inh,HCMV antiviral,LmPK inh,AmpC inh detg,AMA1 RON2 block
CC(=O)c1sc(NC(=O)COc2ccc(Cl)cc2C)nc1C,7.6%,-21.1%,1.1%,-26.5,-2.8%,5.5%,-21.0%
O=C(CSc1nnc2n1CCCN2)c1ccc(Cl)cc1,-16.5%,-10.3%,6.6%,8.3,-6.1%,-10.6%,-0.9%
C=CCNC(NC(=O)c1ccccc1)(C(=O)OCC)C(F)(F)F (stereo not drawn),10.7%,-9.8%,-6.7%,-20.1,-5.1%,u,-1.7%
CCN(C(=O)Cc1ccc(NC2=NC3CS(=O)(=O)CC3S2)cc1)c1ccccc1 (stereo not drawn),-2.9%,-2.4%,0.3%,63.9,-6.9%,-3.3%,-9.1%
COc1cccc(C2=NOC(C(=O)Nc3cccc(C(C)=O)c3)C2)c1OC (stereo not drawn),-23.0%,-27.3%,-2.0%,-7.3,3.7%,0.0%,-4.2%
COc1ccc(C(=O)N(C)C2CCCCC2)cc1S(=O)(=O)N1CCOCC1,-0.2%,1.2%,4.6%,-14.0,x,u,5.6%
O=C(NCCCN1CCCCCC1)C1CC(=O)N(CCc2ccccc2)C1 (stereo not drawn),11.9%,120.0%[activator],-21.7%,26.7,2.0%,-9.6%,2.9%
COc1ccc(C(=O)Nc2ccc(S(=O)(=O)Nc3onc(C)c3C)cc2)cc1OC,7.2%,-16.9%,5.6%,-4.3,0.5%,1.0%,-6.4%
CC1(C(=O)N2Cc3ccccc3C2)CCN1C(=O)C1(c2ccc(Cl)cc2)CC1 (stereo not drawn),x,x,0.7%,-31.2,x,x,1.8%
Cc1ccccc1S(=O)Cc1ccc(C(=O)N2CCN(C(=O)c3ccco3)CC2)o1 (stereo not drawn),16.2%,-1.6%,3.7%,-5.3,-4.6%,-7.9%,1.1%
CCn1c(CNC(=O)c2ccco2)nnc1SCC(=O)c1ccccc1,22.7%,-8.1%,3.7%,-61.8*,-4.0%,5.9%,-27.0%
